DAX1 inh-1 = inhibits human nuclear receptor DAX1. P51843. HEK293 Gal4-DAX1 luciferase reporter, luminescence. inhibition, % at 6.75 µM. 0.99% of 340,000 active. AID 504766;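 active means inhibition above the mean over all tested compounds plus 3 SD, cut at about 4.2% in these data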;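 further: 0% = DAX1-transfected cells with DMSO and 100% = empty-vector control cells with DMSO; inhibition shows as a rise in luminescence from relieved DAX1 repression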
Target sequence (P51843 207-470 limits assumed): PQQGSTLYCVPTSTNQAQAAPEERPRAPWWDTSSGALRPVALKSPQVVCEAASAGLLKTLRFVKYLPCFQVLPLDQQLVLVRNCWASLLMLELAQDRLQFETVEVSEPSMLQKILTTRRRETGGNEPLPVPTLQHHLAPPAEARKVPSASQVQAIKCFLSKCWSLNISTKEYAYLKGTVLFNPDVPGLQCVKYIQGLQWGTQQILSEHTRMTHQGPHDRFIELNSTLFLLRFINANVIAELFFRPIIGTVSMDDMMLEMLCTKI
hcDAF-12 act = H. contortus DAF-12 activation, primary screen; activation, % at 6.8 µM; HEK293 hcDAF-12 lit1-tk-luc reporter, luminescence; 0% DMSO, 100% Δ7-dafachronic acid; 1.4% of 370,000 active; AID 652067;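 active means activation above the mean of all tested compounds plus 3 SD, cut at about 5.5% in these data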;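 further: 100% = response to 3 µM Δ7-dafachronic acid high control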
SMARCA2 act = increases SMARCA2 function in MMTV reporter cells | MG213 cells, MMTV-luciferase reporter, dexamethasone, overnight | activation, % at 9.1 µM | 1% of 370,000 active; in the data active means activation above about 7.8%;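 further: 0% = vehicle wells and 100% = reference activator wells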
hgDAF-12 ag = agonists of H. glycines DAF-12 nuclear receptor | HEK293 GAL4-hgDAF12 UAS-luciferase reporter, agonist luminescence; normalized to butyrate control | activation, % at 6.8 µM | 1.8% of 370,000 active | AID 687014;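 active means activation above a cutoff set at the mean of all screened compounds plus 3 SD, cut at about 10% in these data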;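 further: 0% = DMSO wells and 100% = sodium butyrate wells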
PG9 binder = PG9 antibody binding by small molecule. TR-FRET gp120-PG9 antibody binding. 0.43% of 360,000 active. inhibition, % at 6.7 µM. AID 624416; in the data active means inhibition above about 8.5%
Rev-erbA mod = Rev-erb alpha (human) modulation | P20393 | Rev-erbα–FITC-DNA binding, fluorescence polarization, 90 min | activity, % at 10 µM | 0.79% of 370,000 active | AID 1259318;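 active means activity above about 14%, limit read from the data; passing the limit was not always enough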;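 further: 0% = DMSO wells with 35 nM protein and 100% = DMSO wells with 750 nM protein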
PLC-beta3 inh = blocks human PLC-beta3 enzyme activity; 0.18% of 370,000 active; inhibition, % at 12.2 µM; Purified PLC-beta3, fluorogenic substrate, fluorescence; AID 720704; in the data active means inhibition above about 11%;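 further: 0% = median of compound wells on plate and 100% = full blocker control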
ssDAF-12 act = S. stercoralis DAF-12 activation, primary screen | HEK293 ssDAF-12/GRIP1 lit1-tk-luc reporter, luminescence; % of 3 µM dafachronic acid response | activation, % at 6.8 µM | 1% of 370,000 active | AID 652126;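 active means activation above the mean over all tested compounds plus 3 SD, cut at about 0.9% in these data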;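 further: 0% = DMSO-only wells and 100% = 3 µM delta7-dafachronic acid wells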
DAX1 inh-2 = blocks DAX1 repression of SF-1 activated StAR promoter; inhibition, % at 6.8 µM; AID 652010; 1.1% of 370,000 active; HEK293T StAR-luciferase reporter, SF-1/DAX-1 repression relief;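 active means inhibition above the mean over all tested compounds plus 3 SD, cut at about 3.6% in these data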;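 further: 0% = DAX-1 cells with DMSO and 100% = cells lacking DAX-1 with DMSO; higher inhibition means more luminescence from relief of DAX-1 repression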
GAA850 FXN act = frataxin GAA850 promoter activation; HEK293 lucGAA850 FXN promoter luciferase reporter, 24 h; percent of 10 µM SAHA response; activation, % at 6 µM; 0.56% of 360,000 active;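 active means activation above the average of all compounds screened plus 3 SD, cutoff fixed separately per campaign, cut at about 7.5% in these data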;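 further: 0% = DMSO wells and 100% = 10 µM SAHA wells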
HGIII-sPLA2 inh = Inhibits HGIII-sPLA2 liposome hydrolysis, primary screen; AID 743126; QFRET BODIPY PC-A2 liposome hydrolysis, fluorescence; Q9NZ20; 0.56% of 370,000 active; inhibition, % at 12.2 µM;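 active means inhibition above mean plus 3 SD of compounds lying within the high and low control bounds, cut at about 19% in these data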;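 further: 0% = median of test compound wells and 100% = no enzyme DMSO wells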
Target sequence (Q9NZ20 whole entry, looked up): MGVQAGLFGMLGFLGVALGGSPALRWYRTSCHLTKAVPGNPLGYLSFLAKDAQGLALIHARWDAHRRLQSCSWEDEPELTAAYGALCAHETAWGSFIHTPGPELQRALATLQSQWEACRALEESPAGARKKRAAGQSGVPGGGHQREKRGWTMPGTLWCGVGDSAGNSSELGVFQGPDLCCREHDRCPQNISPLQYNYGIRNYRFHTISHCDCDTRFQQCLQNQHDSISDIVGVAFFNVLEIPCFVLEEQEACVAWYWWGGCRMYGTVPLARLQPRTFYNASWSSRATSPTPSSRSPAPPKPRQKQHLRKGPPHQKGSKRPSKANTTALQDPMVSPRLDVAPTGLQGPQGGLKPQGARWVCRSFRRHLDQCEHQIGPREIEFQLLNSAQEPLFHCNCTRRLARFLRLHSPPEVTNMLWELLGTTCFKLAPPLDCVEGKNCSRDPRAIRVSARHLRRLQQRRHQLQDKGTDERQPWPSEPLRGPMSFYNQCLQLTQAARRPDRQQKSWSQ
Numbers without * were called inactive; . = not tested or not shown.

SMILES	DAX1 inh-1	hcDAF-12 act	SMARCA2 act	hgDAF-12 ag	PG9 binder	Rev-erbA mod	PLC-beta3 inh	ssDAF-12 act	DAX1 inh-2	GAA850 FXN act	HGIII-sPLA2 inh
COc1ccccc1C1/C(=C(/O)c2ccc(Cl)cc2)C(=O)C(=O)N1CCN1CCOCC1 (centres undefined)	0.7	-0.9	2	2.1	-2.7	-2	-5	0.5	-0.5	-0.6	-8
O=C(NCc1ccc(F)cc1)C(=O)NCC1CCCN1S(=O)(=O)c1ccccc1 (centres undefined)	-1.5	-1.7	-2	-0.3	-0.9	3	1	-0.5	-1.7	0.9	1
COc1cc(/C=C2\SC(N3CCc4ccccc4C3)=NC2=O)cc(OC)c1OC	-0.5	-2.8	-5	-2.3	-0.5	4	-20	-1.0	0.7	3.4	17
COc1ccc(C(=O)COC(=O)CCn2nnc(-c3cccs3)n2)cc1	-0.8	0.5	-1	-1.5	-0.8	3	2	-0.8	0.5	2.2	-10
Cc1cc(C(=O)Nc2ccccn2)no1	1.3	2.6	7	7.7	1.9	8	-2	-0.2	0.6	3.6	12
CC1CCN(C(=S)c2ccc(N(C)C)cc2)CC1	3.8	1.1	1	5.4	-1.3	-4	0	-1.3	1.4	6.8	7
O=C(CSc1nnc(-c2ccncc2)n1Cc1ccccc1)Nc1nccs1	-0.4	-1.5	-3	3.0	0.2	0	0	-0.7	0.1	-0.8	3
CCOC(=O)C1CCCN(CCC(=O)Nc2cc(OC)ccc2OC)C1 (centres undefined)	0.2	0.3	-2	0.2	0.3	-4	-2	-1.3	-0.1	-0.2	-1
Fc1nc(F)c(F)c(NCCCNc2c(F)c(F)nc(F)c2F)c1F	0.5	-1.4	1	-1.6	-3.5	1	0	-1.3	0.8	0.0	2
O=c1[nH]c(C2CCN(S(=O)(=O)c3ccc4c(c3)OCCO4)CC2)nc2c1nnn2Cc1c(F)cccc1Cl	-1.5	-1.7	-2	5.3	0.7	4	-7	-1.5	-0.4	-3.8	-23
O=C(Nc1cc2c3c(c1)CC(=O)N3CCC2)c1cccc(F)c1	0.2	-0.2	0	1.0	0.9	-5	-8	-1.0	0.3	0.2	-5
NC(=O)C1CCN(C(=O)C(=O)c2cn(CC(=O)N3CCCC3)c3ccccc23)CC1	2.0	0.8	-1	1.0	-1.7	2	-8	-0.5	1.2	1.9	4
Nc1nc(=O)n(C2CCCCO2)cc1Br (centres undefined)	2.8	0.5	-1	0.6	0.7	8	3	-0.1	0.2	1.2	3
CCCCCNc1ncnc2c(C)[nH]nc12	.	-1.0	-1	-1.2	0.7	2	-2	-0.7	-2.0	.	5
NC(=O)c1ccc(NC(=O)COC(=O)c2ccc([N+](=O)[O-])cc2)cc1	-0.4	-0.6	-4	-1.1	-1.3	1	0	-0.8	0.8	0.8	6
COc1ccccc1Nc1nc(C)c(C(=O)Nc2ccccc2)s1	1.9	-1.3	-1	-1.2	-0.2	2	-40	-1.2	-0.5	1.8	-11
CCn1c2ccccc2c2cc(/C=N/NC(=O)c3ccccc3C)ccc21	-1.6	-2.6	-2	-0.5	2.5	5	-82	-1.8	-0.6	-16	11
CC1=CC(=O)C2(C)C(C)=C(C)C12C (centres undefined)	0.8	2.8	-2	0.8	-0.3	3	2	-1.0	-0.4	0.1	3
CCCCN(C)CCNC(=O)C1CCCN(S(=O)(=O)c2cccc3nsnc23)C1 (centres undefined)	0.3	0.8	2	0.5	0.4	-7	-3	-0.8	0.5	0.2	11
COc1ccc(N(CC(=O)NCc2ccccc2OC)S(=O)(=O)c2ccccc2[N+](=O)[O-])c(OC)c1	0.3	-0.9	-2	-0.9	-0.4	0	1	-1.1	-0.6	-1.9	-7
CCOc1cc(C2NN=C(c3ccccc3)S2)ccc1OCc1ccc(F)cc1 (centres undefined)	3.0	4.3	14*	12*	1.1	16	-22	1.1*	2.5	7.4	0
O=C(c1cc(Cl)cc(Cl)c1)N1CCC2CC1c1cc(-c3ccc4c(c3)OCO4)ccc12 (centres undefined)	-0.6	0.7	-4	-2.0	-3.0	11	-1	-0.6	0.3	0.4	11
CCCn1nc(NC(=O)C(C)C)c2cc3cc(OC)ccc3nc21	-0.4	-1.0	-2	-1.9	-6.2	1	-350	-0.2	-0.4	6.4	3
OCCCNc1ncnc2c1ncn2[C@H]1CN(Cc2ccncc2)C[C@@H](CO)O1	.	0.4	2	0.2	0.2	1	5	-0.7	-0.1	1.6	3
CCN1C(=O)[C@H]2[C@@H](c3ccc(Cl)cc3)N3C(=O)CN(Cc4ccccc4)C(=O)[C@@]3(C)[C@H]2C1=O	0.6	-2.2	0	1.7	-0.3	-4	-2	-1.0	0.4	-1.1	0
CCOC(=O)c1nc(Nc2ccc(N3CCOCC3)cc2)c2ccccc2n1	-1.5	-1.4	1	-0.2	-4.7	-8	0	-1.2	0.0	-0.5	7
CCn1cc(C(=O)N2CCN(c3ccc(OC)cc3)CC2)c(=O)c2cc(S(=O)(=O)N3CCOCC3)ccc21	0.1	0.6	2	1.7	0.1	-2	-5	-1.3	0.6	0.8	4
COc1ccccc1NC(=O)C(C)OC(=O)CCSc1ccc(F)cc1 (centres undefined)	0.9	0.1	4	4.3	-0.1	1	-3	-1.2	-0.4	3.2	-10
O=C(O)c1cc(NS(=O)(=O)c2cccc3nsnc23)cc(C(=O)O)c1	1.6	-1.9	2	-2.9	-0.2	2	-5	-0.9	-0.5	2.2	4
COc1cc(C(C)=O)ccc1OCC(O)CN1CCN(S(=O)(=O)c2ccccc2)CC1 (centres undefined)	-1.2	-1.9	-1	0.6	-1.7	3	0	-1.4	-0.3	0.1	-2
Cc1c(Nc2ncnc3nc[nH]c23)c(=O)n(-c2ccccc2)n1C	1.5	1.8	-4	1.4	-1.1	6	0	-1.0	0.4	0.0	-2
COc1ccccc1NC(=O)C(C)OC(=O)CCC1CCCCC1 (centres undefined)	1.3	0.0	-1	-0.2	-2.9	0	-5	-0.4	1.2	2.0	-7
Cc1ccc(S(=O)(=O)NCCNC(C)c2ccc(Br)cc2)cc1 (centres undefined)	0.0	-1.5	-2	0.7	-0.8	3	-4	-1.1	-0.6	-3.5	-13
CCOc1ccc(-c2c(C(=O)N/N=C/c3c[nH]c4ccccc34)nnn2-c2nonc2N)cc1	-0.2	2.7	-2	1.4	-1.2	1	-95	-0.6	-0.8	-1.4	-29
CCN1CCCC(CO)(Cc2ccccc2)C1 (centres undefined)	0.8	1.1	-3	-2.4	0.8	-1	3	0.1	-0.3	-0.2	3
C/C(=N\NC(=O)c1ccc2c(c1)OCO2)c1ccc(C(=O)O)s1	0.2	0.1	4	6.4	-3.5	0	0	0.2	0.4	-1.3	-3
O=C(CCCCC(=O)NN=Cc1ccc2c(c1)CCC2)NN=Cc1ccc2c(c1)CCC2	0.9	-1.0	0	-1.8	0.6	2	1	-1.3	0.0	0.9	-3
CN(C(=O)COC(=O)c1ccc2c(c1)NC(=O)CS2)C1CCS(=O)(=O)C1 (centres undefined)	0.7	0.5	-1	-0.8	-1.5	-5	-2	-0.9	-0.1	0.1	4
CC1CCCC(NC(=O)C2CCN(C(=O)Nc3ccccc3)CC2)C1C (centres undefined)	0.0	-0.8	-2	-0.3	0.2	1	2	-1.0	-0.5	2.5	7
COc1ccc(-c2cc(C)no2)cc1S(=O)(=O)N1CCN(c2ccc([N+](=O)[O-])cc2)CC1	0.0	-1.5	-4	-0.9	-1.0	-3	-2	-1.0	-0.8	-1.8	1
CC1=C(C(=O)N2CCOCC2)CC(CC(=O)NCc2ccco2)C(=O)N1CCC1=CCCCC1 (centres undefined)	1.5	-1.6	0	3.5	-1.1	-2	-2	-1.2	-0.1	1.4	2
Cc1cccc(S(=O)Cc2ccc(C(=O)N3CCOCC3)o2)c1 (centres undefined)	0.2	0.6	-3	-2.2	0.8	-2	-2	-0.7	0.3	-0.2	14
O=C1NC[C@H](c2ccccc2)OC(=O)[C@H](Cc2ccc(F)cc2)C/C=C\C[C@@H]1CC(=O)N(CCO)Cc1ccccc1	0.9	-1.5	1	-0.1	-0.4	-7	1	-0.7	-0.3	-0.1	2
CC(C#N)OC(=O)c1cccnc1SCC(=O)Nc1ccc2c(c1)OCO2 (centres undefined)	1.6	7.4*	-1	5.1	0.6	-1	-5	0.2	1.2	3.2	4
CCOc1ccc(Nc2nc(Cc3nnc(SCC(N)=O)o3)cs2)cc1	0.3	-0.1	0	1.5	-1.8	-1	-7	-1.7	0.0	0.4	-5

Two successive records from above, quoted:
SMILES	DAX1 inh-1	hcDAF-12 act	SMARCA2 act	hgDAF-12 ag	PG9 binder	Rev-erbA mod	PLC-beta3 inh	ssDAF-12 act	DAX1 inh-2	GAA850 FXN act	HGIII-sPLA2 inh
CC(C#N)OC(=O)c1cccnc1SCC(=O)Nc1ccc2c(c1)OCO2 (centres undefined)	1.6	7.4*	-1	5.1	0.6	-1	-5	0.2	1.2	3.2	4
CCOc1ccc(Nc2nc(Cc3nnc(SCC(N)=O)o3)cs2)cc1	0.3	-0.1	0	1.5	-1.8	-1	-7	-1.7	0.0	0.4	-5

Carrying on:
SMILES	DAX1 inh-1	hcDAF-12 act	SMARCA2 act	hgDAF-12 ag	PG9 binder	Rev-erbA mod	PLC-beta3 inh	ssDAF-12 act	DAX1 inh-2	GAA850 FXN act	HGIII-sPLA2 inh
O=C1Nc2ccccc2/C1=N/c1sc2c(c1C(=O)NCCc1ccccc1)CCCC2	-1.1	-0.1	0	0.9	0.4	-5	-24	-0.8	0.2	3.5	2
COc1cccc(-c2cc(NC(C)=O)c3ncc(-c4ccc(OC)c(OC)c4)n3c2)c1	.	-1.8	0	-1.9	-2.6	2	-111	-1.1	-1.1	5.2	3
Cc1cccc(-c2cccc3c4c([nH]c23)[C@@H]2C[C@H](N(C)C(=O)c3ccccc3F)[C@H]([C@H](C)O)CN2CC4)c1	.	1.5	-1	-1.2	.	6	-111	-1.9	-0.3	.	-7
CCc1nc2c(OCc3cc(Cl)cc(Cl)c3)cccn2c1N(C)C(=O)c1ccc(OC)cc1	.	-0.8	-1	-3.8	-2.2	3	0	-1.0	-0.4	0.1	-6
O=C(Nc1ccccc1C(=O)N1CCCCCC1)c1ccc(F)cc1	-0.4	-0.6	-2	-1.2	-0.8	-3	-4	-1.4	-0.8	-0.1	6
COc1ccc(/C(N)=N/OC(=O)c2cccs2)cc1	1.0	10*	1	12*	0.1	3	-5	4.4*	5.2*	2.1	17
O=C(CCn1cnc2ccccc21)N/N=C/c1ccc(O)cc1	0.3	0.3	-2	-0.3	0.7	-2	-1	-1.2	-0.5	0.3	-5
COc1ccc(Cl)cc1NC(=O)CN1CCCC1	-0.3	-2.1	-6	-2.7	0.5	-1	-4	-0.9	-0.2	4.0	5
Cc1cc(C)n2nc(C(=O)N/N=C/c3ccccc3Cl)nc2n1	0.8	-0.3	2	-1.8	-2.0	4	-9	-1.6	-0.1	0.5	0
COc1cccc(C(C(=O)NC2CCCC2)N(Cc2cccnc2)C(=O)Cc2cccs2)c1 (centres undefined)	0.1	-2.3	-2	-2.7	1.4	-4	-5	-0.7	0.3	-0.6	-3
COc1ccccc1/C=C/C(=O)NC(=S)N(C)C1CCCCC1	-0.9	-2.6	-5	1.8	-0.3	-1	-4	-2.3	0.1	0.2	18

Assay outcomes from PubChem BioAssay.
